# GC-A act – GC-A (human) enzyme activation; P16066; HEK293 GC-A cells, cGMP TR-FRET, EC30 ANP; 0% at EC30 ANP, 100% saturating ANP; activation, % at 10 µM; hit rate 0.14% among 370,000; AID 1671463; in the data active means activation above about 40%
# UHRF1 MBD2 ctr – blocks human UHRF1 binding to methylated DNA; UHRF1 binding to methylated oligo, TR-FRET; inhibition, % at 4.4 µM; hit rate 0.75% among 370,000; in the data active means inhibition above about 21%;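 further: UHRF1 SRA domain binding a hemimethylated CpG hairpin DNA probe; 0% = median of test compound wells and 100% = reference inhibitor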
# PRMT1 FP inh – PRMT1 (human) inhibition, primary screen | inhibition, % at 2.79 µM | hit rate 1.3% among 370,000 | Q99873 | recombinant PRMT1, activity-based probe fluorescence polarization;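 active means inhibition above about 21% made by adding two undisclosed values, limit read from the data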
# Target sequence (Q99873 whole entry, looked up): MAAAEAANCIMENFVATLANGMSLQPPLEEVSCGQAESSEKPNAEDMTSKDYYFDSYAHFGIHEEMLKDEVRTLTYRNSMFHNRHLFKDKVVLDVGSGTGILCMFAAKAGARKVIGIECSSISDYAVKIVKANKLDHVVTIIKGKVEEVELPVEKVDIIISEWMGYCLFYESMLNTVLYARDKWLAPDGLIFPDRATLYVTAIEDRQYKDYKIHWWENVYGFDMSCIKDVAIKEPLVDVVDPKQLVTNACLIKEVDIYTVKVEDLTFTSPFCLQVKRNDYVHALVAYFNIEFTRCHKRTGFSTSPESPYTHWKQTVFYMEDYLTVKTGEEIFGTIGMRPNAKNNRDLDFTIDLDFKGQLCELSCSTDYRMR
# SIAE inh – human SIAE inhibition, primary screen; Q9HAT2; SIAE FP-Rh probe binding, fluorescence polarization; inhibition, % at 9.66 µM; hit rate 0.69% among 370,000; AID 1053197;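 active means inhibition above a cutoff: mean of compounds within the control limits plus 3 SD of those, cut at about 17% in these data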;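 further: 0% = plate median of compound wells and 100% = probe without SIAE protein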
# MBD2 DNA inh – inhibitors of human MBD2 binding to methylated oligonucleotide; Q9UBB5; TR-FRET; inhibition, % at 4.4 µM; hit rate 0.31% among 370,000; AID 686964; in the data active means inhibition above about 13%
# HTRA1 inhibitor – blocks human HTRA1 serine peptidase; Q92743; recombinant HTRA1, FP-rhodamine activity-based probe, fluorescence polarization; inhibition, % at 5.96 µM; hit rate 0.5% among 340,000; AID 504803; in the data active means inhibition above about 36%;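 further: 0% = enzyme with DMSO and 100% = wells lacking enzyme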
# rCAG RNA binder – molecules binding r(CAG) RNA repeats | r(CAG) RNA repeat, TO-PRO-1 dye displacement fluorescence | inhibition, % at 3 µM | hit rate 1.3% among 370,000 | AID 651821;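 active means inhibition above the plate cutoff, the mean of all test compounds on that plate plus 3 SD, cut at about 35% in these data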;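 further: 0% = DMSO alone and 100% = 100 µM mitoxantrone as full dye displacement; higher means more dye released from RNA so lower well fluorescence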
# mABHD4 FP – inhibits mouse alpha/beta hydrolase domain 4; inhibition, % at 8.92 µM; purified mABHD4, FP-Rh probe fluorescence polarization; hit rate 0.54% among 370,000; AID 720543;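 active means inhibition exceeding the mean over every tested compound plus 3 SD, cut at about 30% in these data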;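 further: 0% = plate median of compound wells and 100% = S159A mutant with DMSO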
# Target sequence (Q8VD66 whole entry, looked up, the tested form may be a part): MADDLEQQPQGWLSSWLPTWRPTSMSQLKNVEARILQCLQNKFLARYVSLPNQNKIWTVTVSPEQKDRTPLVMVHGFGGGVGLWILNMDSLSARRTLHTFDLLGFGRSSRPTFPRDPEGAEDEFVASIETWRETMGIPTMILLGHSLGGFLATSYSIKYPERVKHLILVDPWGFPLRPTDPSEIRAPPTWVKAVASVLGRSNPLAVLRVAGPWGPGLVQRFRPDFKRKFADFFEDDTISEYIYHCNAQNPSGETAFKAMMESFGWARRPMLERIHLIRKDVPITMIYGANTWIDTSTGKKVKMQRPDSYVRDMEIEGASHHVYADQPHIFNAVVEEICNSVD
#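 Test system: mouse ABHD4 enzyme, wild type. Reagent: FP-Rh fluorescent activity-based probe, added after compound pre-incubation. Timing: pre-incubation 45 min, probe exposure 60 min, at 25 °C. Technique: FP readout, ex 525 nm / em 598 nm. Benchmarks: high control S159A mutant with DMSO, low control median of compound wells.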
# TCR CD3 inh – human TCR-CD3 binding inhibition. hit rate 0.37% among 360,000. TAMRA-labeled TCR probe fluorescence, biochemical. inhibition, % at 9.4 µM; in the data active means inhibition above about 19%;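 further: recombinant mutant TCR 2C K166C tagged with TAMRA read by polarization; 0% = receptor in buffer alone and 100% = receptor with positive control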
# NPR2 activator – GC-B (human) receptor activation; hit rate 0.11% among 370,000; P20594; HEK293-GC-B cells, CNP EC30, cGMP TR-FRET; 0% at EC30 CNP, 100% saturating CNP; activation, % at 10 µM;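 active means activation at 10 µM reaching about 35% in either raw or pattern-adjusted values, limit read from the data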
# Numbers without * were called inactive; / = not tested or not shown.
entry	Compound	NPR2 activator	PRMT1 FP inh	UHRF1 MBD2 ctr	SIAE inh	mABHD4 FP	TCR CD3 inh	HTRA1 inhibitor	rCAG RNA binder	MBD2 DNA inh	GC-A act
1	O=C(O)COc1ccc(Oc2ccccc2)cc1	3	-3	-2	-1	-1	13	5	0	-6	3
2	O=C(NCCCCNC(=O)c1ccc(F)cc1)c1ccc(F)cc1	1	1	9	-3	3	3	1	-2	4	-1
3	CC1(C(=O)Nc2cnc3ccccc3c2)CCN1Cc1ccccc1Cl (stereo not given)	5	1	5	4	-11	-3	/	3	0	5
4	O=C(CSc1nc2cc(Cl)c(Cl)cc2[nH]1)c1ccc2c(c1)OCO2	-4	-3	-3	-1	2	6	-5	5	-11	-6
5	CCc1ccc(C2CC(c3ccccc3)Nc3nc(N)nn32)cc1 (stereo not given)	-1	1	-1	1	-4	-2	2	3	1	4
6	COc1ccc(NC(=O)N(C)C[C@@H]2OCc3cnnn3CCCC(=O)N([C@@H](C)CO)C[C@H]2C)cc1	-9	3	2	7	3	3	6	0	-1	2
7	CCc1ccccc1OCC(=O)Nc1cccc(S(=O)(=O)N2CCCC2)c1	5	0	-1	-4	1	1	-24	3	-5	8
8	O=C(NC1CC1)c1cc(-c2ccc(Br)cc2)nc2ccccc12	0	-3	0	-13	-6	3	-11	2	1	7
9	COc1ccc(-c2nnc3sc(-c4ccccc4OC)nn23)cc1	-2	2	2	-3	0	-3	-6	1	6	2
10	CCN1CCN(C(=O)Nc2cccc3ccccc23)CC1	2	5	-1	4	2	-6	0	-4	1	2
11	Cc1cc(C)cc(C(=O)N2CCCCC2)c1	3	-7	1	-5	-13	6	4	-1	2	-5
12	COc1ccc(NC(=O)CN(C)CC(=O)Nc2ccc(C)c(S(=O)(=O)N3CCCCC3)c2)cc1	1	-4	0	-2	-3	-5	-10	-2	-4	-2
13	Cc1cc(C)nc(N2CCCC(C(=O)Nc3ccc4nc(C)c(C)nc4c3)C2)n1 (stereo not given)	0	0	0	-3	1	3	-9	-3	0	7
14	Cc1ccc(S(=O)(=O)N2CCOCC2)cc1C(=O)NC1CCCCC1	4	6	2	-3	-8	-5	10	-1	6	2
15	CC(C)Cn1c(N)c(C(=O)COC(=O)/C=C/c2ccccc2)c(=O)n(C)c1=O	-2	-1	0	-19	-7	4	-14	-3	1	3
16	CCSc1nc2ccc(OC)cc2cc1C#N	-10	-2	-2	5	-4	3	-3	3	-5	-3
17	CCN(CC)CC#CCOC(c1ccccc1)c1ccccc1	-7	-3	-1	6	0	6	0	-10	-5	-11
18	CN(c1ccc(F)cc1)S(=O)(=O)c1ccc(Cl)c(C(=O)NCC2CCCO2)c1 (stereo not given)	-2	-1	1	-5	2	3	-1	-4	1	2
19	CCOC(=O)Cn1c(=NC(=O)c2sc3ccccc3c2Cl)sc2cc(S(N)(=O)=O)ccc21	-3	1	6	-38	-14	0	-26	14	3	-7
20	NC(=O)C1CCN(C(=O)c2cc3n(n2)C(C(F)(F)F)CC(c2ccco2)N3)CC1 (stereo not given)	3	-2	-2	4	4	5	-1	1	-1	0
21	Cn1c(N)c(C(=O)CSc2nnc(-c3c[nH]c4ccccc34)n2C2CC2)c(=O)[nH]c1=O	3	15	15	3	0	7	5	3	0	4
22	CC(=O)c1c(C)[nH]c(C(=O)CSc2nc3ccccc3c(=O)n2CCCN2CCOCC2)c1C	4	-2	-3	-1	1	3	7	4	3	0
23	Clc1ccc(-c2nc(NCCN3CCOCC3)c3ccccc3n2)cc1	-13	-3	0	-9	-10	-4	-36	9	-3	-1
24	CSCC(=O)N1CCC(n2nccc2NC(=O)CCc2ccccc2)CC1	2	3	-2	0	3	-1	1	1	-2	1
25	CN(Cc1ccccc1)C(=O)COC(=O)c1c[nH]c2ccccc12	1	5	5	4	-5	-8	0	-1	9	3
26	O=C(OCc1ccccc1)[C@H](Cc1ccccc1)NC(=O)[C@@H]1CC=C[C@@H]2CCN(C3CCCCC3)C(=O)[C@@H]21	4	0	-1	-9	10	/	/	/	2	-5
27	CC(=O)n1c2ccccc2c2ccccc21	-7	-1	-1	3	-5	-3	-12	-2	3	-1
28	O=C(Cc1cccs1)N1CCC(c2nc3c(nnn3Cc3ccccc3Cl)c(=O)[nH]2)CC1	23	0	-2	3	8	7	-10	1	2	18
29	CCC(=O)c1ccc(OCCN2CCOCC2)cc1	7	-2	-3	3	0	5	0	-3	2	1
30	Cc1nn(C)cc1C1Nc2ccccc2C(=O)N1O (stereo not given)	4	2	1	10	1	-1	9	5	0	5

# Part of the list above in order of length of the SMILES, rising:
entry	Compound	NPR2 activator	PRMT1 FP inh	UHRF1 MBD2 ctr	SIAE inh	mABHD4 FP	TCR CD3 inh	HTRA1 inhibitor	rCAG RNA binder	MBD2 DNA inh	GC-A act
7	CCc1ccccc1OCC(=O)Nc1cccc(S(=O)(=O)N2CCCC2)c1	5	0	-1	-4	1	1	-24	3	-5	8
4	O=C(CSc1nc2cc(Cl)c(Cl)cc2[nH]1)c1ccc2c(c1)OCO2	-4	-3	-3	-1	2	6	-5	5	-11	-6
18	CN(c1ccc(F)cc1)S(=O)(=O)c1ccc(Cl)c(C(=O)NCC2CCCO2)c1 (stereo not given)	-2	-1	1	-5	2	3	-1	-4	1	2

# (list continues)
entry	Compound	NPR2 activator	PRMT1 FP inh	UHRF1 MBD2 ctr	SIAE inh	mABHD4 FP	TCR CD3 inh	HTRA1 inhibitor	rCAG RNA binder	MBD2 DNA inh	GC-A act
31	CC(=O)N1CCc2c(sc(NC(=O)C3CCCN3S(=O)(=O)c3cccs3)c2C#N)C1 (stereo not given)	0	13	3	-12	-4	-9	1	23	6	-2
32	Cc1ccnc(NS(=O)(=O)c2ccc(NC(=O)c3ccc(C)o3)cc2)n1	-6	-1	0	1	4	1	5	-2	-2	1
33	COc1ccc(N(C)S(=O)(=O)c2ccc3c(c2)CCN3C(=O)C2CC2)c(OC)c1	1	1	2	6	0	2	-3	-7	5	-1
34	Cc1ccccc1-c1cc2nc(NCCOc3ccccc3)n(C)c(=O)c2s1	3	-2	12	-7	-3	-1	/	0	7	-9
35	CC1CN(c2ccc([N+](=O)[O-])cc2C(=O)N2CCOCC2)CC(C)N1 (stereo not given)	3	-1	-1	6	1	13	10	2	0	-4
36	O=C(O)CC(c1cccc2ccccc12)N1Cc2ccccc2C1=O (stereo not given)	-1	0	-1	0	0	-6	8	6	-1	0
37	Cc1cccc(NC(=O)CN2CCN(CC(=O)NCc3ccc(Cl)cc3Cl)CC2)c1C	0	0	-1	-1	0	2	6	0	0	-1
38	COC(=O)COc1ccc(NC(=O)Cn2nc(-c3ccccc3)c3ccccc3c2=O)cc1	4	-4	-1	5	-2	7	-23	3	-3	-4
39	Cc1cnc(NC(=O)COc2ccccc2)s1	5	1	3	-7	7	2	-4	-3	-1	3
40	CN1CCC(=O)N([C@H](CO)c2ccccc2)CC1	-6	0	10	-5	-10	-3	0	2	-4	1
41	COc1ccccc1NC(=O)COC(=O)c1ccc(N2CCCC2=O)cc1	4	-2	1	0	0	-2	0	2	1	0
42	O=C(CCc1nnc2ccc(NCc3ccco3)nn12)Nc1ccc(F)cc1	-6	1	-2	-1	-1	11	3	5	1	0
43	CCC(c1nnc(SCC(=O)Nc2cc(S(C)(=O)=O)ccc2Cl)n1Cc1ccccc1)N(C)C (stereo not given)	-7	5	14	7	-5	-3	4	-3	6	-3
44	Cc1ccc(Nc2nc(=O)c3cccnc3s2)cc1	-6	8	8	3	-1	-7	-6	3	4	-1
45	COc1cc(C2=CCN(C(C)=O)CC2)ccc1OC(C)=O	2	-2	-2	8	2	4	3	-3	-7	0
46	Cc1ccc(CN(C)CC(=O)Nc2ccc3c(c2)CCC3)cc1	1	2	1	-3	5	2	-20	-4	7	-5
47	COc1ccc(CN2CCN(Cc3cccc(Oc4ccccc4)c3)CC2)c(OC)c1OC	-6	-2	-4	1	20	-1	-8	-7	-3	-3
48	CC(C)C(C)NC(=O)COC(=O)/C=C/c1ccc(S(=O)(=O)N2CCc3ccccc32)cc1 (stereo not given)	1	-3	0	-8	-8	3	0	-1	-1	-4
49	O=C(O)c1ccccc1N/N=C/c1cc(Br)cc(Br)c1O	-3	3	1	1	23	-2	-3	45*	1	26
50	Cc1cccc(N2CCN(C(=O)NC3CCCCC3)CC2)c1C	10	-4	4	2	-1	2	0	3	-1	0
51	COC(=O)c1cc2c(c3c4cc(F)ccc4n(S(=O)(=O)c4ccc(C)cc4)c13)C(=O)N(Cc1ccccc1OC)C2	-3	-3	1	0	1	2	/	14	-3	1
52	COc1ccc(NC(=O)N(C)C[C@H]2Oc3ccc(NC(=O)C4CC4)cc3CC(=O)N([C@@H](C)CO)C[C@@H]2C)cc1	1	3	-2	2	5	-5	-1	2	-1	0
53	O=C(NCc1ccc2c(c1)OCO2)Nc1ccc(F)cc1	-1	-4	0	6	-2	5	-3	0	1	-1
54	CCOC1CCCCC1NS(=O)(=O)c1ccc(Cl)cc1 (stereo not given)	-6	0	10	7	-2	6	2	-2	1	-4
55	COc1cc(C(=S)N2CCCC2)cc(OC)c1OS(=O)(=O)c1ccc(NC(C)=O)cc1	-5	9	5	-6	3	-7	-7	4	0	-1
56	Cc1nc2ccccc2c(=O)n1/N=C/c1ccc(O)cc1	1	-1	0	7	-4	7	0	-2	-4	2
57	CCOc1cc(N2CCOCC2)c(OCC)cc1NC(=O)C(NC(=O)c1c(F)cccc1F)C(C)C (stereo not given)	3	2	1	2	-2	-2	4	-1	2	-3
58	COCC(=O)Nc1nc2ccccc2s1	-2	-3	-1	2	-2	4	6	0	6	2
59	CCOc1cc(N2CCOCC2)c(OCC)cc1NC(=O)c1c(-c2ccccc2)noc1C	2	1	-3	6	-1	7	15	-2	0	-1
60	COCCn1c(SCC(=O)NNC(=O)c2ccccc2)nc2ccccc2c1=O	1	-7	-2	-6	-9	7	-1	2	-5	-1
61	CC(=O)Nc1sc(N/N=C\c2ccc(O)cc2)nc1-c1cccs1	-2	23*	5	0	2	-7	3	22	9	-2
62	CCN(CC(=O)Nc1ccc(NC(C)=O)cc1)C(=O)c1oc2c(ccc3ccccc32)c1C	-3	2	-1	-5	3	6	-6	8	-2	-6
63	O=C(OCc1ccccc1)N1C[C@H](O)[C@H](O)C[C@@H]1c1c(Cl)cccc1Br	-7	-4	-4	-3	-3	-3	/	3	-2	-7
64	CS(=O)(=O)NCc1nnc(SCc2ccc(C(F)(F)F)cc2)o1	1	0	1	-6	0	4	7	-2	1	-1
65	Cc1cc(C(=O)COC(=O)c2ccc(O)cc2O)c(C)n1C(C)C	2	2	1	-2	12	6	-13	5	0	1
66	CC(=O)Nc1ccc(Sc2ncccc2C(=O)Nc2ccc(F)cc2)cn1	2	1	11	1	-10	4	6	0	-3	-6
67	Cc1nn2c(NCc3ccccn3)c3c(nc2c1-c1ccccc1)CCC3	-9	-4	0	4	21	-7	/	1	1	-7
68	CCC(=O)N1C(C(=O)NCc2ccc(OC)cc2)CSC1c1ccc(OC)cc1 (stereo not given)	-3	-2	-2	7	0	8	-7	1	0	1
69	CCC(C)N(C(=O)Cn1nnc2ccccc21)C(C(=O)Nc1ccc(F)cc1)c1cccc(OC)c1 (stereo not given)	-4	-3	1	2	-8	-7	-35	3	-2	-4
70	CC(C)n1c(C(O)c2ccc3c(c2)OCO3)nc2ccccc21 (stereo not given)	-2	-1	-2	5	4	1	-2	-2	0	2
71	O=C(O)Cc1csc(-c2cccc(F)c2)n1	6	1	0	0	3	1	-4	4	4	-1
72	Cc1cccc(OCCSc2nncn2C)c1	-2	-4	2	7	-4	0	-3	-1	1	1
73	O=C(c1ccccc1)N1CCN(C2CC(=O)N(CCc3ccccc3)C2=O)CC1 (stereo not given)	2	1	8	-3	-8	-10	-7	2	1	-1

# A portion of the library, so the mix of outcomes need not match the whole.
